# Mcl1-Noxa inh = disrupts binding of human Mcl-1 to Noxa peptide; Q07820; TR-FRET Mcl-1/Noxa peptide binding, 2 h; inhibition, % at 21.7 µM; hit rate 1.5% among 220,000;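 active means compounds that cut the protein-peptide binding signal by more than 50% relative to plate controls in a single-dose test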;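 further: His-tagged Mcl-1 with rhodamine Noxa BH3 peptide and terbium anti-His antibody; 0% = Mcl-1 plus Noxa peptide wells and 100% = peptide-only wells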
# Target sequence (Q07820 whole entry, looked up): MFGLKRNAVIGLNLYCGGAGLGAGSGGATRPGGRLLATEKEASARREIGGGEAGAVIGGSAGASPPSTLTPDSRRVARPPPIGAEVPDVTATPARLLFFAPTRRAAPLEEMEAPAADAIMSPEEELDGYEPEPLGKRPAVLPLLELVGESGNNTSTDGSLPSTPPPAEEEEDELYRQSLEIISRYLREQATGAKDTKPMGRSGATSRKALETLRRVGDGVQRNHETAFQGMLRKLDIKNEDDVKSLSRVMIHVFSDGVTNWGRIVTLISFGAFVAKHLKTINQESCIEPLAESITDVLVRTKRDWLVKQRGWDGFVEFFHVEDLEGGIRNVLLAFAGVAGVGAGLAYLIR
# Avidin fluor = avidin bead compound fluorescence profile; fluorescence (KMESF) at 10 µM; AID 1775; hit rate 0.38% among 220,000; Avidin beads, compound fluorescence 488/530 nm, flow cytometry; hits give high values; in the data active means fluorescence above about 47; further: inactives centre near 10
# RGS4-Gao reg = modulates binding of RGS4 to human Galphao. binding response (% of control), % at 10 µM. Multiplexed bead flow cytometry; actives lie on both sides. hit rate 0.33% among 220,000. AID 1415. P09471; in the data active means binding response below about 49% or above about 150%; inactive means in between;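 further: fluorescent Galphao activated with aluminum fluoride binding bead-coupled RGS4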
# Mcl1 Bid PPI = Mcl-1/Bid interaction inhibition | Q07820 | TR-FRET Mcl-1/Bid-Dy647 peptide binding, 1536-well | inhibition, % at 21.7 µM | hit rate 0.97% among 220,000 | AID 1021;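 active means compounds that cut the binding signal by more than half at the single screening dose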;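 further: His-tagged Mcl-1 with europium anti-His antibody binding Bid BH3 peptide; 0% = Mcl-1 plus peptide wells and 100% = peptide-only wells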
# GSH bead fluor = compound fluoresces at 488/530 nm on GSH beads; hit rate 0.25% among 190,000; GSH beads flow cytometry, compound fluorescence 488/530 nm; hits give high values; fluorescence (KMESF) at 10 µM; in the data active means fluorescence above about 89;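 further: glutathione beads carrying GST-tagged Bcl family fusion proteins plus one bare bead set; values are compound well signal with DMSO vehicle wells as background; inactives centre near 16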
# ABCG2 block = inhibitors of human ABCG2 transporter, ABCB1 counter-screen. Q9UNQ0. IgMXP3 cells, JC-1 efflux, flow cytometry. inhibition, % at 6.6 µM. hit rate 0.1% among 190,000;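 active means inhibition above 80%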;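 further: 0% = DMSO and 100% = nicardipine control wells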
# Target sequence (Q9UNQ0 whole entry, looked up): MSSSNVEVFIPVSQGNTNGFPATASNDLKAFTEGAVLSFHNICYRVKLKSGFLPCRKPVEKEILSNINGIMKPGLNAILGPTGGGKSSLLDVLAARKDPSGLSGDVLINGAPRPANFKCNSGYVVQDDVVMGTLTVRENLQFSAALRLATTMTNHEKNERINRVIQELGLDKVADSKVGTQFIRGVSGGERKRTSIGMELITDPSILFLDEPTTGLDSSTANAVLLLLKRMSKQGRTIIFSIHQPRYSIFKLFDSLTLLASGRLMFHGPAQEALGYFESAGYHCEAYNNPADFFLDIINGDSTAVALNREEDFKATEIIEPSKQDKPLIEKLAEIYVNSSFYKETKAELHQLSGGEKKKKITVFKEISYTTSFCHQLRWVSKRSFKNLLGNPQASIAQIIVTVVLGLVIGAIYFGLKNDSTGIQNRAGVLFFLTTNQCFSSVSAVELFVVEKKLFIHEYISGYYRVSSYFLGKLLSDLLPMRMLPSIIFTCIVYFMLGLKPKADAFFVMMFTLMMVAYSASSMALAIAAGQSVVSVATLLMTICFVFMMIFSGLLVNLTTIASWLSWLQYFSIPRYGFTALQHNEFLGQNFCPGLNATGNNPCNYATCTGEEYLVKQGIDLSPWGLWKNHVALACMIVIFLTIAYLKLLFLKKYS
#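 Test system: IgMXP3 (ABCG2) plus far-red-tagged CCRF-Adr (ABCB1) cells. Reagent: JC-1 dye as substrate. Timing: 10 min exposure at 25 °C with rotation, no wash. Measured by: flow cytometric JC-1 green MFI at 530 nm. Read-out: percent efflux inhibition, scaled nicardipine 100% to DMSO 0%. Control set: nicardipine and DMSO wells.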
# ABCB1 inh = blocks JC-1 efflux by human ABCB1 transporter | P08183 | CCRF-Adr cells, flow cytometry | inhibition, % at 6.6 µM | hit rate 0.067% among 190,000 | AID 1326; in the data active means inhibition above about 40%;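 further: 0% = vehicle and 100% = reference inhibitor; higher value means more JC-1 retained so stronger ABCB1 efflux block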
# RGS8-Gao = human RGS8-Galphao interaction regulation; P09471; multiplexed bead flow cytometry, RGS8-Galphao binding; actives lie on both sides; response (percent of control binding), % at 10 µM; hit rate 0.34% among 220,000; AID 1423; in the data active means response below about 60% or above about 140%; inactive means in between;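 further: Galphao activated as the GDP aluminium fluoride complex binding bead-coupled RGS8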
# Pf gametocyte = kills late stage P. falciparum gametocytes. P. falciparum stage V gametocytes, ATP luminescence, 24 h. inhibition, % at 10.9 µM. hit rate 0.065% among 150,000;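 active means inhibition above the mean plus 3 SD of compounds within the control limits, set per campaign, cut at about 38% in these data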;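 further: 0% = DMSO wells and 100% = medium only without gametocytes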
# Mcl-1 Bim block = human Bim-Mcl-1 interaction inhibition; Bead-based flow cytometry, Bim peptide-Mcl-1 binding; inhibition, % at 10 µM; hit rate 0.1% among 190,000; AID 1009; Q07820; in the data active means inhibition above about 40%;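 further: 0% = no compound tracer wells and 100% = peptide blocker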
# RGS7-Gao = regulators of human RGS7-Galphao interaction. P09471. Multiplexed bead flow cytometry, RGS7-Galphao binding; actives lie on both sides. binding response (% of control), % at 10 µM. hit rate 0.35% among 220,000. AID 1439; in the data active means binding response below about 49% or above about 150%; inconclusive means no clear call, values can overlap the other calls; inactive means in between;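 further: fluorescent Galphao held in activated GDP-AlF4 state binding bead-coupled RGS7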
# * marks the source's active call; other numbers are inactive results; ? = inconclusive; · = not tested or not shown. Compounds as they come, and some 3.3% of all compounds hit somewhere here.
# Results follow in this order: Mcl1-Noxa inh | Avidin fluor | RGS4-Gao reg | Mcl1 Bid PPI | GSH bead fluor | ABCG2 block | ABCB1 inh | RGS8-Gao | Pf gametocyte | Mcl-1 Bim block | RGS7-Gao
COc1ccc(C(=O)OCC(=O)NCc2ccc3c(c2)OCO3)cc1[N+](=O)[O-]
→ 10 | 20 | 104 | -10 | 11 | 50 | 0.3 | 100 | · | -2 | 102
CCCCCOC(=O)C1=C(C)Nc2nnnn2C1c1ccc(OC)c(OC)c1OC (centres undefined)
→ -4 | 14 | 100 | -8 | 29 | 0 | 0.0 | 101 | · | 1 | 100
CCC(=O)N1CCN(c2ccc(Cl)cc2NC(=O)Cc2ccccc2)CC1
→ 6 | 14 | 98 | 4 | 36 | 32 | 10 | 97 | -22 | -4 | 100
Nc1nc(NC(=O)Cc2ccccc2)nn1-c1ccccc1
→ 14 | 40 | 100 | -8 | 28 | 0 | 0.1 | 102 | 5 | -3 | 105
Cc1ccc(NC(=S)Nc2cc(C)on2)cc1
→ 15 | 3 | 97 | -7 | · | · | · | 100 | -7 | · | ?
Cc1ccc(Nc2nc3ccccc3c(=O)[nH]2)cc1C
→ 10 | 11 | 103 | -10 | 24 | 1 | 0.5 | 103 | 3 | -7 | 100
CCOC(=O)c1ccc(-n2ccnc2)c(NC(=O)c2cccc(Br)c2)c1
→ 19 | 11 | 101 | -5 | 11 | 4 | 1.0 | 100 | -7 | -5 | 99
Cc1c(C(=O)O)sc2nc(CSc3ncc(C(F)(F)F)cc3Cl)[nH]c(=O)c12
→ 8 | 7 | 103 | -6 | · | · | · | 101 | 6 | · | ?
O=C(CCn1c(=O)c2sccc2n(CC(=O)OCc2ccccc2)c1=O)NCc1ccccc1
→ -18 | 7 | 102 | -18 | 39 | 15 | 0.4 | 98 | 4 | -1 | 100
CC(C(=O)N1CCCC1)N1CCN(c2ccccc2O)CC1 (centres undefined)
→ -2 | 10 | 99 | -31 | 21 | 5 | 1.0 | 97 | · | -2 | 99
Nc1nc2n(n1)C(c1cccc(Br)c1)CC(c1ccc(F)cc1)N2 (centres undefined)
→ 3 | 7 | 99 | -21 | 21 | 2 | 0.4 | 100 | · | -1 | 97
CC(C)(O)C(=O)NNC(=S)Nc1cccc(C(F)(F)F)c1
→ -6 | 9 | 101 | -57 | 19 | -1 | 0.2 | 101 | -1 | -2 | 104
COc1cc(C(=O)N(Cc2cc3ccccc3[nH]c2=O)CC2CCCO2)cc(OC)c1OC (centres undefined)
→ -7 | 5 | 96 | 4 | 13 | 2 | 0.2 | 91 | · | -4 | 102
CC1CN(C(=O)c2cccc(S(=O)(=O)Nc3cc(Cl)ccc3Cl)c2)CC(C)O1 (centres undefined)
→ -6 | 11 | 101 | -2 | 10 | 0 | 0.8 | 101 | -11 | 7 | ?
COCCCN1C(=O)c2[nH]nc(-c3cc(C)cc(C)c3O)c2C1c1ccc(O)c(OC)c1 (centres undefined)
→ 12 | 14 | 95 | -56 | 22 | 0 | -0.1 | 96 | -12 | 0 | 93

# Three compounds from above, arranged by length of the SMILES, ascending:
# Results follow in this order: Mcl1-Noxa inh | Avidin fluor | RGS4-Gao reg | Mcl1 Bid PPI | GSH bead fluor | ABCG2 block | ABCB1 inh | RGS8-Gao | Pf gametocyte | Mcl-1 Bim block | RGS7-Gao
CC(C(=O)N1CCCC1)N1CCN(c2ccccc2O)CC1 (centres undefined)
→ -2 | 10 | 99 | -31 | 21 | 5 | 1.0 | 97 | · | -2 | 99
Nc1nc2n(n1)C(c1cccc(Br)c1)CC(c1ccc(F)cc1)N2 (centres undefined)
→ 3 | 7 | 99 | -21 | 21 | 2 | 0.4 | 100 | · | -1 | 97
Cc1c(C(=O)O)sc2nc(CSc3ncc(C(F)(F)F)cc3Cl)[nH]c(=O)c12
→ 8 | 7 | 103 | -6 | · | · | · | 101 | 6 | · | ?

# The listing continues.
# Results follow in this order: Mcl1-Noxa inh | Avidin fluor | RGS4-Gao reg | Mcl1 Bid PPI | GSH bead fluor | ABCG2 block | ABCB1 inh | RGS8-Gao | Pf gametocyte | Mcl-1 Bim block | RGS7-Gao
COc1ccc(-c2csc(NC(=O)C3CCCO3)n2)cc1 (centres undefined)
→ 12 | 5 | 97 | -4 | 40 | 3 | 0.3 | 99 | · | 0 | 99
COc1ccc(-c2noc(CCC(=O)O)n2)cc1
→ 14 | 11 | 95 | -2 | 23 | 0 | 0.3 | 96 | -19 | -4 | 95
CCC(C)Oc1nc2c(c(=O)n(C)c(=O)n2C)n1C (centres undefined)
→ 9 | 5 | 95 | 6 | · | · | · | 102 | · | · | ?
CCc1ccc(N2C(=O)CC(N3CCN(Cc4ccc5c(c4)OCO5)CC3)C2=O)cc1 (centres undefined)
→ 6 | 22 | 97 | -20 | 11 | 2 | 0.3 | 102 | 0 | -3 | 98
COc1ccc(-c2cc(C(F)(F)F)n3nc(C(=O)N4CCCCC4)cc3n2)cc1
→ 7 | 12 | 103 | -22 | 46 | 19 | 0.2 | 101 | · | 7 | 101
CC(CC(=O)N1CCN(c2ccc(C(F)(F)F)cn2)CC1)n1ccnc1 (centres undefined)
→ -4 | 12 | 101 | -3 | 23 | 0 | 0.3 | 100 | -2 | 0 | 99
COC(=O)c1ccccc1NC(=O)c1cc2sccc2n1C
→ 6 | 21 | 90 | -16 | 24 | 8 | 0.9 | 97 | · | -2 | 94
COc1ccc2c(c1)c(C(=O)N/N=C/c1ccccc1Cl)c(C)n2C
→ 17 | 5 | 101 | -5 | · | · | · | 101 | -36 | · | ?
Cc1noc(C)c1S(=O)(=O)Nc1ccc(C(=O)NC2CCCCC2C)cc1 (centres undefined)
→ -3 | 6 | 96 | -18 | 21 | 8 | 0.4 | 95 | -10 | 0 | 98
O=C1N/C(=C/c2cccn2-c2ccc(F)cc2)C(=O)N1Cc1ccccc1F
→ 8 | 3 | 97 | -48 | 9 | 1 | 0.4 | 103 | -10 | -3 | 95
COc1ccc(C)cc1NC(=O)C(c1ccccc1)N1CCNC(=O)C1 (centres undefined)
→ -6 | 24 | 92 | -9 | 11 | 6 | 1.8 | 96 | · | -1 | 88
CC(=O)NCC1=C(NC(C)=O)C2CC1C(C)(C)C2C (centres undefined)
→ -5 | 16 | 94 | -23 | 29 | 2 | 0.8 | 96 | · | 0 | 91
CC(NC(=O)c1ccccc1NC(=O)CSc1nnnn1C)c1ccccc1 (centres undefined)
→ 12 | 4 | 99 | -4 | 43 | 2 | 0.4 | 97 | -14 | 0 | 96
CCC(C)NC(=O)CC(NS(=O)(=O)c1ccc(Cl)cc1)c1ccco1 (centres undefined)
→ 2 | 9 | 100 | -7 | 37 | 1 | 0.3 | 102 | -4 | -5 | 100
COc1ccccc1CNC(=O)c1ccc(N2CCOCC2)c([N+](=O)[O-])c1
→ 12 | 10 | 99 | 6 | 12 | 28 | 1.4 | 95 | -10 | -1 | 101

# Continued (5 carried over from the part before).
# Results follow in this order: Mcl1-Noxa inh | Avidin fluor | RGS4-Gao reg | Mcl1 Bid PPI | GSH bead fluor | ABCG2 block | ABCB1 inh | RGS8-Gao | Pf gametocyte | Mcl-1 Bim block | RGS7-Gao
COc1ccc(C)cc1NC(=O)C(c1ccccc1)N1CCNC(=O)C1 (centres undefined)
→ -6 | 24 | 92 | -9 | 11 | 6 | 1.8 | 96 | · | -1 | 88
CC(=O)NCC1=C(NC(C)=O)C2CC1C(C)(C)C2C (centres undefined)
→ -5 | 16 | 94 | -23 | 29 | 2 | 0.8 | 96 | · | 0 | 91
CC(NC(=O)c1ccccc1NC(=O)CSc1nnnn1C)c1ccccc1 (centres undefined)
→ 12 | 4 | 99 | -4 | 43 | 2 | 0.4 | 97 | -14 | 0 | 96
CCC(C)NC(=O)CC(NS(=O)(=O)c1ccc(Cl)cc1)c1ccco1 (centres undefined)
→ 2 | 9 | 100 | -7 | 37 | 1 | 0.3 | 102 | -4 | -5 | 100
COc1ccccc1CNC(=O)c1ccc(N2CCOCC2)c([N+](=O)[O-])c1
→ 12 | 10 | 99 | 6 | 12 | 28 | 1.4 | 95 | -10 | -1 | 101
CCC1CCC2(CC1)SCC(=O)N2c1ccccc1 (centres undefined)
→ 11 | 9 | 99 | -6 | · | · | · | 104 | -6 | · | ?
CCN(c1ccccc1)S(=O)(=O)c1ccc(NC(=O)c2ccco2)cc1
→ -9 | 14 | 99 | -15 | 15 | 6 | 0.8 | 101 | -18 | -2 | 101
O=C(Nc1ccccc1)NC1CCCCNC1=O (centres undefined)
→ -16 | 8 | 93 | -2 | · | · | · | 100 | 24 | · | ?
O=C(CCS(=O)(=O)c1ccc(Br)cc1)N1CCN(c2ccc(Cl)cc2)CC1
→ 29 | 36 | 101 | -7 | 8 | 2 | 0.7 | 98 | 18 | -2 | 98
COc1ccc(-c2cc(NCCc3ccncc3)n3ncnc3n2)cc1
→ -8 | 37 | 101 | 10 | 16 | 3 | 0.5 | 101 | · | -3 | 101
COc1ccccc1CCNC(=O)CSc1nnc2ccc(-c3cccnc3)nn12
→ 9 | 8 | 97 | -6 | 10 | 8 | 0.4 | 92 | 0 | 0 | ?
Cc1cccc(N2CCN(C(=O)CCCSc3nc4ccccc4[nH]3)CC2)c1C
→ 8 | 7 | 97 | -6 | 19 | 3 | 1.5 | 101 | · | 0 | 100
CCOC(=O)Cn1c(=O)oc2ccc(C)cc21
→ 7 | 10 | 100 | -11 | 14 | 7 | 0.4 | 100 | -6 | 0 | 103
CC(=O)c1ccc(OC(=O)C(CCS(C)(=O)=O)N2C(=O)c3ccccc3C2=O)cc1 (centres undefined)
→ 0 | 4 | 100 | -20 | 33 | 0 | 0.1 | 102 | 7 | 35 | 102
CS(=O)c1ccccc1-c1nc(-c2cc(C(F)(F)F)cc(C(F)(F)F)c2)no1 (centres undefined)
→ 12 | 7 | 99 | 1 | 17 | 7 | 0.3 | 100 | 3 | 2 | 97
